Screening data (PubChem BioAssay)
SUMO1-SIM PPI: modulators of SUMO1 protein-protein interactions, primary screen, biochemical, uHTS; Small ubiquitin-related modifier 1 (Homo sapiens), P63165; SUMO1 binding to a labelled peptide, TR-FRET, 1 h; inhibition, % at 20 µM; 0.33% of 360,000 active; in the data active means inhibition above about 37%
Target sequence (P63165 whole entry, looked up): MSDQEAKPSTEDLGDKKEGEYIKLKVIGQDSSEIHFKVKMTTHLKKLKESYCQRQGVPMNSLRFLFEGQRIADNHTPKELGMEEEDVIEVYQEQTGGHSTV
Rpn11 block: Rpn11 (PSMD14) deubiquitinase inhibitors, primary screen, biochemical, fluorescence polarization, uHTS; 0.59% of 360,000 active; calls only at 20 µM; human 26S proteasome, Ub4-pepOG fluorescence polarization; 20S core pre-blocked with epoxomicin;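 active means inhibition at 20 µM, scaled to each plate's controls, above about 33%, limit read from the data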
Target sequence (O00487 whole entry, looked up): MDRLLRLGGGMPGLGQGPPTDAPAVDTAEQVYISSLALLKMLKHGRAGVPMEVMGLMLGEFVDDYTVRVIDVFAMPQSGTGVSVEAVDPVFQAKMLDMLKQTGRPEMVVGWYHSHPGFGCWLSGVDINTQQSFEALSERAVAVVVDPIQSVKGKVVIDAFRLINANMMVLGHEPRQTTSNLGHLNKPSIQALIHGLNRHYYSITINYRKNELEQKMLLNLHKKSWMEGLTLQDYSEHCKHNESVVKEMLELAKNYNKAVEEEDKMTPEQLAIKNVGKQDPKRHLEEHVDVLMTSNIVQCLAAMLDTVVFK
CSN deneddyl inh: inhibitors of CSN-mediated cullin deneddylation, primary screen, biochemical, fluorescence polarization, uHTS | COP9 signalosome complex subunit 5 (Homo sapiens), Q92905 | Purified CSN, SCF-Nedd8-OG deneddylation | inhibition, % at 12.5 µM | 0.38% of 360,000 active;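 active means pattern-corrected inhibition above about 35%, with an unprinted fluorescence ratio check between 0.5 and 1.5, limit read from the data, passing the limit was not always enough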;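 further: 0% = enzyme with substrate and 100% = substrate without enzyme; some results filed as inactive read as strong as hits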
Target sequence (Q92905 whole entry, looked up, one chain of several): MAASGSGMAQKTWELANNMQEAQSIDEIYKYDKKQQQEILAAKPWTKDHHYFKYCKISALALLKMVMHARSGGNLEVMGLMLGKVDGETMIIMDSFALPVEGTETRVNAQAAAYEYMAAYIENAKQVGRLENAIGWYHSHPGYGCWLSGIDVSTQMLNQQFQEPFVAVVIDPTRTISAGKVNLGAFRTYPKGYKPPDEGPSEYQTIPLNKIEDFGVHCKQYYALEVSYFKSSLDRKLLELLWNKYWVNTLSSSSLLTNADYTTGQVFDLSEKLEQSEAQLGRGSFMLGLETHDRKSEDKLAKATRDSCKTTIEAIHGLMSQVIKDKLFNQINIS
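Assay system: purified human Csn5 enzyme expressed in HEK293T cells; measure: % inhibition; also added: SCFSkp2-Nedd8OG substrate at 10 nM final; technique: fluorescence polarization; times: reaction 90 min, room temperature; medium: Tris buffer pH 7.5, NaCl, DTT, Tween-20, trehalose, ovalbumin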
STEP inh: STEP phosphatase inhibitors, primary screen, biochemical, fluorescence intensity, uHTS; Tyrosine-protein phosphatase non-receptor type 5 (Homo sapiens), P54829; recombinant STEP, OMFP fluorogenic substrate; inhibition, % at 20 µM; 0.25% of 360,000 active; AID 588621, 2011;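 active means inhibition at 20 µM, scaled per plate between control wells, above about 37%, limit read from the data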;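 further: 0% = DMSO with enzyme and substrate and 100% = substrate only without enzyme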
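Assay system: isolated STEP enzyme. Buffer or medium: pH 6.0 Bis-Tris with DTT and Tween 20. Also added: fluorogenic phosphatase substrate OMFP at 25 µM final. Dosing: 20 µM, 1% DMSO. Timing: 20 min reaction, room temperature, in the dark. Measured by: fluorescence intensity, excitation 480 nm, emission 540 nm. Evaluation: normalized % inhibition.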
DNMT1 inh: human DNMT1 methyltransferase inhibitors, primary screen, biochemical, molecular beacon, fluorescence, HinP1I cleavage, uHTS | inhibition (reported as % activation of signal), % at 10 µM | 0.83% of 360,000 active | AID 588458, 2011 | DNA (cytosine-5)-methyltransferase 1 (Homo sapiens), P26358; in the data active means inhibition above about 50%
Tb MetRS inh: T. brucei MetRS inhibitors, primary screen, biochemical, luminescence; methionyl-tRNA synthetase (Trypanosoma brucei brucei); inhibition, % at 11.9 µM; 0.4% of 360,000 active; purified T. brucei MetRS, ATP depletion, Kinase-Glo luminescence; AID 624268, 2012;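 active means inhibition above a per-plate cutoff of the control wells' mean inhibition plus 3 SD, cut at about 5.5% in these data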;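 further: 0% = DMSO wells median and 100% = median of wells with control inhibitor compound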
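Test system – parasite MetRS enzyme · Reagent – substrates ATP, L-methionine and bulk Escherichia coli tRNA · Doses – 11.9 µM compound single dose, 0.9% DMSO · Times – 15 min enzyme-compound preincubation, 2 h reaction, 10 min detection, 25 °C · Signal – Kinase-Glo luminescence, ATP depletion format · Controls – DMSO-only wells as low control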
MLLE-PAM2 inh: inhibitors of PABP1 MLLE–PAM2 peptide binding, primary screen, biochemical, fluorescence polarization, FITC-PAM2, GST-MLLE | inhibition, % at 20 µM | 0.36% of 360,000 active; in the data active means inhibition above about 35%, passing the limit was not always enough;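 further: plate controls were DMSO wells with GST-MLLE for no effect and wells lacking GST-MLLE protein for full effect; some results filed as inactive read as strong as hits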
Scp1 inh: Scp-1 phosphatase inhibitors, primary screen, biochemical, colorimetric, uHTS; Carboxy-terminal domain RNA polymerase II polypeptide A small phosphatase 1 (Homo …; AID 493091, 2011; 0.88% of 340,000 active; Recombinant Scp1, phosphopeptide, malachite green phosphate absorbance; inhibition, % at 20 µM;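 active means inhibition above about 50% at 20 µM, limit read from the data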;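 further: plate controls were DMSO wells with enzyme for no effect and wells lacking enzyme for full effect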
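Test system – truncated SCP-1 phosphatase (76-261aa) · Reagent – Phosphorylated 17-residue peptide substrate · Incubation – 45 min room-temperature reaction, 5 min colour, 30 min stabiliser · Detection – colorimetric phosphate reagent with accelerator and stabiliser, absorbance at 630 nm · Measure – % inhibition at 20 µM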
NadD inh: inhibitors of S. aureus NadD, primary screen, biochemical, colorimetric, uHTS. purified NadD enzyme, colorimetric absorbance read-out. inhibition, % at 20 µM. 0.78% of 360,000 active. AID 602399, 2012; in the data active means inhibition above about 26%; further: some compounds past the cut are filed as inactive
LMPTP inh: LMPTP phosphatase inhibitors, primary screen, biochemical, fluorescence intensity, uHTS | inhibition, % at 20 µM | recombinant LMPTP-A, OMFP fluorogenic substrate | 0.22% of 360,000 active | Low molecular weight phosphotyrosine protein phosphatase (Homo sapiens), P24666;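 active means compounds that cut the enzyme signal by at least half of the control window in the single-dose screen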;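 further: plate controls were DMSO wells with enzyme plus substrate for no effect and substrate without enzyme for full effect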
Target sequence (P24666 whole entry, looked up): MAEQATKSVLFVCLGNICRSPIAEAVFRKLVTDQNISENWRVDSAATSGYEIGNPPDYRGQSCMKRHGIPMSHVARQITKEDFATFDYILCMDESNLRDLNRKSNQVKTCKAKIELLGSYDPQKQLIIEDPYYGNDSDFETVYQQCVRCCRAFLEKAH
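Test system – LMPTP-A enzyme · Amount – LMPTP-A at 0.625 nM final in the reaction · Buffer or medium – Bis-Tris pH 6.0, DTT, detergent · Reagent – OMFP 400 µM · Doses – single 20 µM dose · Schedule – reaction 50 min, room temperature, dark · Detection – fluorescence intensity of OMFP turnover product · Evaluation – percent inhibition versus substrate-only and uninhibited controls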
Starred values were filed as active, the others as inactive; i = inactive; / = no result given.

structure	SUMO1-SIM PPI	Rpn11 block	CSN deneddyl inh	STEP inh	DNMT1 inh	Tb MetRS inh	MLLE-PAM2 inh	Scp1 inh	NadD inh	LMPTP inh
O=C(CN1C(=O)C2CC=CCC2C1=O)N1CCN(c2ccc([N+](=O)[O-])cc2)CC1 (centres undefined)	-25	i	1	2	1	0.3	-19	4	2	3.2
COc1ccc(Cc2nnc(NC(=O)c3ccco3)s2)cc1	5	i	0	-2	-1	-0.3	2	-15	-1	-1.4
Cc1ccc(-c2csc(N/N=C/c3ccco3)n2)cc1	-10	i	3	-2	-24	0.5	29	-3	3	3.1
CCOc1cc2[nH]c(=S)n(CCN3CCC(C)CC3)c(=O)c2cc1OCC	5	i	3	-5	2	-0.5	-52	-7	-2	2.1
COc1cc(N/N=C(\C)c2ccc(N)cc2)nc(-c2ccccc2)n1	1	i	2	-1	-22	0.0	-11	-5	-5	3.6
CC(=O)N1CCOc2ccc(S(=O)(=O)N3CCCC(C)C3)cc21 (centres undefined)	-2	i	-5	1	1	-0.2	-3	-4	3	0.6
COc1ccc(-n2c(N)cc(=O)nc2SCC(=O)N2CCN(c3ccccc3)CC2)cc1	3	i	-3	-2	-3	-0.3	-5	-7	5	0.7
Nc1nc(CSc2nnnn2-c2ccc(Cl)cc2)nc(N2CCOCC2)n1	1	i	1	5	-2	-0.8	-36	-3	-1	-2.9
COc1cccc(C(CC(=O)O)NS(=O)(=O)c2ccc3c(c2)N(C(C)=O)CC(C)O3)c1 (centres undefined)	0	i	0	-2	1	-0.6	8	24	-2	-1.2
CCCN(CC(=O)Nc1ccccc1C)C(=O)c1ccc(COc2ccccc2)cc1	0	i	0	0	2	-0.4	1	-4	0	1.7
COC(=O)CCCC1=CC2=C(c3ccccc3)C(=O)C(C)(OC(=O)C3CCCC3)C(=O)C2=CN1CC(C)C (centres undefined)	-25	i	1	-1	-7	-0.1	23	-1	8	2.8
CCNC(=S)N1CCC(Cc2ccccc2)CC1	-5	i	-7	1	3	-0.2	-128	2	-3	0.8
CCCCOc1cccc(C2/C(=C(\O)c3ccc4c(c3)OCCO4)C(=O)C(=O)N2CCN2CCOCC2)c1 (centres undefined)	-5	i	4	0	-4	-0.4	-4	0	47*	0.7
COc1cccc(-c2cnc3cccnn23)c1	-6	i	1	-2	1	-0.2	4	/	5	-0.5
COc1ccccc1NC(=O)C(=O)NCCC1CCCCN1S(=O)(=O)c1ccccc1 (centres undefined)	2	i	-2	-2	-2	-0.1	4	-6	-13	3.0
COc1ccc(-c2csc(NCc3ccco3)n2)cc1C	1	i	4	-3	-19	-0.2	-20	0	11	2.2
O=C(CCCc1ccccc1)NCCS(=O)(=O)N1CCN(c2ccc(F)cc2)CC1	3	i	-7	0	1	-0.5	-1	-4	-7	-0.1
O=S(=O)(c1ccc(F)cc1)N1CCCC(c2nc(-c3ccc(F)cc3)no2)C1 (centres undefined)	7	i	-3	-1	1	-0.1	4	-10	-6	1.5
CN(C)c1ccc(-c2nnn(CC(=O)N3c4ccccc4CCc4ccccc43)n2)cc1	-9	i	-1	-1	-3	-0.1	11	-3	15	2.4
CC(NC(=O)COc1ccc(-c2nnco2)cc1)c1ccc(Cl)cc1Cl (centres undefined)	3	i	-4	-7	3	-1.1	-36	-1	-1	-1.2
O=C(NN=Cc1c(F)c(F)c(F)c(F)c1F)c1ccc(NS(=O)(=O)c2cccs2)cc1	-13	i	3	1	0	-0.1	-1	-10	3	-0.3
Cc1nc2c(ncn2-c2ccccc2)c(=O)n1NC(=O)CN1CCCCC1	14	i	-4	2	2	-1.0	10	-11	-3	-0.4
CCCCNC(=S)N/N=C/c1cc(C)ccc1C	-1	i	-15	0	5	-1.2	-2	6	3	0.6
N=c1sccn1CC(=O)NCCc1ccc(Cl)cc1Cl	1	i	-5	-4	0	16*	-3	-1	-2	0.0
COc1cc(C(c2c(NC(=O)c3ccco3)sc(C)c2C)N2CCOCC2)cc(OC)c1OC (centres undefined)	0	i	3	-2	-1	-0.3	21	-4	5	-1.0
O=C(Nc1ccccc1Cl)NC1(C(=O)N2CCOCC2)CCCCC1	0	i	-2	0	1	-0.5	8	1	-2	-1.9
O=C(CN(C(=O)c1ccc(Cl)cc1)N1C(=O)C2CCCCC2C1=O)c1ccc(Cl)cc1 (centres undefined)	0	i	-4	0	0	0.2	21	-8	-2	2.2
O=C1C2C3C=CC(C3)C2C(=O)N1c1ncc([N+](=O)[O-])s1 (centres undefined)	-37	i	1	-2	4	-0.5	5	-10	-1	-0.9
CS(=O)(=O)c1ccc(NCC2CCCO2)c([N+](=O)[O-])c1 (centres undefined)	-41	i	0	-2	-4	-0.4	8	-1	2	1.0
C/C(=N\NC(=O)Cn1c(-c2ccccn2)nc2ccccc21)c1cccc(O)c1	-4	i	-3	-1	-1	-0.1	19	-8	0	0.0

4 consecutive compounds from above, for reference:
structure	SUMO1-SIM PPI	Rpn11 block	CSN deneddyl inh	STEP inh	DNMT1 inh	Tb MetRS inh	MLLE-PAM2 inh	Scp1 inh	NadD inh	LMPTP inh
COc1cc(C(c2c(NC(=O)c3ccco3)sc(C)c2C)N2CCOCC2)cc(OC)c1OC (centres undefined)	0	i	3	-2	-1	-0.3	21	-4	5	-1.0
O=C(Nc1ccccc1Cl)NC1(C(=O)N2CCOCC2)CCCCC1	0	i	-2	0	1	-0.5	8	1	-2	-1.9
O=C(CN(C(=O)c1ccc(Cl)cc1)N1C(=O)C2CCCCC2C1=O)c1ccc(Cl)cc1 (centres undefined)	0	i	-4	0	0	0.2	21	-8	-2	2.2
O=C1C2C3C=CC(C3)C2C(=O)N1c1ncc([N+](=O)[O-])s1 (centres undefined)	-37	i	1	-2	4	-0.5	5	-10	-1	-0.9

Further results
structure	SUMO1-SIM PPI	Rpn11 block	CSN deneddyl inh	STEP inh	DNMT1 inh	Tb MetRS inh	MLLE-PAM2 inh	Scp1 inh	NadD inh	LMPTP inh
C/C(=N\NC(=O)COc1ccc(C(C)(C)C)cc1)c1ccc2c(c1)OCCO2	2	i	6	5	2	-0.1	-2	-9	1	0.7
CC1(C)CC(=O)c2cc(NC(=O)c3ccccc3)c(=O)oc2C1	-16	i	-3	-2	6	0.3	2	-5	1	-1.3
CC(=O)c1cccc(NC(=O)C(=O)c2cn(CC(=O)N3CCCCC3)c3ccccc23)c1	-22	i	0	3	0	-0.5	6	-7	2	1.5
CCOc1ccccc1NC(=O)CCS(=O)(=O)c1cccc2nonc12	-23	i	2	0	-3	-0.1	17	-12	3	-2.0
C/C(=N/NC(=O)CNC(=O)c1cccc(F)c1)c1ccc2c(c1)CCCC2	0	i	1	-3	1	-0.6	11	-3	-2	0.7
Cc1cc(F)ccc1S(=O)(=O)N1CCCOC1CNC(=O)C(=O)NCCc1ccccc1 (centres undefined)	1	i	-6	0	-2	-0.3	0	-8	2	2.2
CCOC(=O)c1[nH]ncc1CN1CCCC(C(=O)c2ccc(C(C)(C)C)cc2)C1 (centres undefined)	-3	i	6	1	-2	-0.2	-16	1	-3	-1.0
COC(=O)c1ccccc1NC(=O)N1CSC[C@H]1C(=O)OC	4	i	1	-6	2	-1.4	29	2	-2	-1.6
Cc1cccc(NC(=O)C2CCN(S(=O)(=O)c3c(C)c(C)cc(C)c3C)CC2)n1	7	i	-2	-1	-1	-0.6	14	2	-2	1.7
Cc1cc(-c2nn(-c3ccccc3F)cc2CN(C)CC(O)CO)c(C)s1 (centres undefined)	5	i	-4	1	2	1.0	3	-5	-5	1.0
OCC1(Cc2ccccc2)CCN(Cc2cnc(-c3cccc4ccccc34)nc2)CC1	-3	i	4	0	-4	-0.1	8	-1	-2	-0.1
COc1ccccc1CCC(=O)NCCCn1ccc2ccccc21	3	i	0	1	-6	-0.1	7	-8	-2	1.9
Cc1nc2sc(C(c3cccs3)N3CCC4(CC3)OCCO4)c(O)n2n1 (centres undefined)	-8	i	1	-10	3	-0.8	-8	-4	0	-0.2
CC(=O)Nc1cc(C(C)C)c(O)c(C(C)C)c1	4	i	-4	-5	3	-1.3	-9	-1	-5	-0.8
CN(C)S(=O)(=O)c1cccc(NC(=O)CSc2nncn2C)c1	15	i	4	0	1	-0.1	0	-6	1	-0.3
Clc1cccc(CSc2ccc(-c3cccnc3)nn2)c1	1	i	-1	3	1	-0.4	-11	-5	3	0.2
CC(C)CCNC(=O)c1ccc2c(c1)N(Cc1ccccc1)C(=O)CS2=O (centres undefined)	3	i	1	2	4	1.4	7	-4	0	-0.1
CCCNC(=O)C1(C)CCN(C(=O)c2ccccc2OC(F)(F)F)C1 (centres undefined)	0	i	-6	-2	3	-0.2	12	/	-1	-0.3
CCOC(=O)N1C(=O)[C@](CC)(c2ccccc2)N1C(=O)OCC	6	i	0	-1	-4	-0.3	25	-9	-6	-0.9
O=C(NCCc1nc2ccccc2[nH]1)c1ccc([N+](=O)[O-])cc1	-33	i	2	0	2	36*	-2	4	-1	-0.6
O=C(CCC(=O)c1cccs1)NC1CCCCCC1	2	i	-2	5	-1	2.1	6	-8	1	-0.3
CN(C)S(=O)(=O)N1CCC(Oc2cccc(C(=O)NCCC3=CCCCC3)c2)CC1	4	i	0	3	-1	0.2	-2	-10	-5	1.2
CN=C1S/C(=C\c2cc(C)n(-c3ccccc3F)c2C)C(=O)N1C	-15	i	-1	-4	-3	-0.4	10	0	-4	0.8
